# inhibitors of VEEV = inhibitors of VEEV TC-83 cytopathic effect, confirmation, Vero cells (AID 588727); Vero cells, VEEV TC-83 cytopathic effect inhibition; higher % means a stronger effect; one-dose inhibition, % at 20 µM; IC50 in µM for titrated hits; 0.13% of 350,000 active; in the data active means a potency from the dose series; inconclusive means inhibition mostly from about 14% at the one dose, without a potency; inactive means the rest, 99 in 100 with inhibition below about 12%; further: strong numbers were not always called active
# M. tuberculosis HTS = M. tuberculosis growth inhibition, HTS (AID 449762) | M. tuberculosis H37Rv growth inhibition, 7H9 media; higher % means a stronger effect | one-dose inhibition, % at 25 µM; IC50 in µM for titrated hits | 0.59% of 330,000 active; in the data active means a potency from the dose series; inconclusive means inhibition above about 70% without an active follow-up result;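 further: bacterial growth assessed after seven days of incubation; strong numbers were not always called active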
# PhoP GFP inhibition = Inhibition of PhoP regulon, Salmonella typhi GFP reporter cells, confirmation, 4 h (AID 1850) | Salmonella Typhi PhoP-promoter GFP reporter, fluorescence, 4 h; higher % means a stronger effect | one-dose inhibition, % at 50 µM; IC50 in µM for titrated hits | 0.33% of 310,000 active; in the data active means a potency from the dose series; inconclusive means inhibition mostly from about 25% at the one dose, without a potency; inactive means the rest, 99 in 100 with inhibition below about 19%;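 further: 0% = induced wells with vehicle and 100% = uninduced wells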
# M. tuberculosis = growth inhibition of non-replicating M. tuberculosis (AID 488890); Mycobacterium tuberculosis non-replicating, growth inhibition; higher % means a stronger effect; inhibition, % at 25 µM; hits with a dose series show IC50 in µM; 0.39% of 320,000 active; in the data active means a potency from the dose series; inconclusive means inhibition mostly from about 82% at the one dose, without a potency; inactive means the rest, 99 in 100 with inhibition below about 76%;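 further: plate controls were DMSO cells for no effect and high antibiotic wells for full effect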
# influenza NS1A = H1N1 influenza NS1A inhibitors, functional cell based assay (AID 504329); NS1A functional cell-based assay, percent inhibition; higher % means a stronger effect; one-dose inhibition, % at 12.5 µM; IC50 in µM for titrated hits; 0.3% of 340,000 active; in the data active means a potency from the dose series; inconclusive means inhibition above about 27% without an active follow-up result; further: strong numbers were not always called active
# inhibitors of VEEV 10K pilot screen = second read-out of inhibitors of VEEV, no call of its own (marks repeat the call); inhibition, %; measured here: 10K pilot screen inhibition
# The depositor's hits bear a star; i = inactive; ? = inconclusive; / = not tested or not shown.
# Sample of the layout (five entries):
SMILES,inhibitors of VEEV,M. tuberculosis HTS,PhoP GFP inhibition,M. tuberculosis,influenza NS1A,others
O=C(CN1CCN(C(c2ccccc2)c2ccccc2)CC1)N1CCN(c2ccccc2)CC1,2.2%,?,-9%,41%,/,
CCOc1ccccc1NC(=O)CSc1nc2ccccc2nc1N1CCCC1,7.0%,-6%,1%,25%,-5%,
N/C(=N\OC(=O)CCn1cccc(C(F)(F)F)c1=O)c1ccc(Cl)cc1,1.2%,-4%,1%,4%,-2%,
O=C1CCC(C(=O)OCc2nnc(-c3ccc(Cl)cc3)o2)=NN1,1.6%,-1%,2%,-2%,-2%,
COc1c(Cl)cc(-c2noc(C)c2C(=O)NCc2ccc3c(c2)OCO3)cc1Cl,6.4%,-4%,0%,/,2%,

# Results, from the start:
SMILES,inhibitors of VEEV,M. tuberculosis HTS,PhoP GFP inhibition,M. tuberculosis,influenza NS1A,others
O=C(CN1CCN(C(c2ccccc2)c2ccccc2)CC1)N1CCN(c2ccccc2)CC1,2.2%,?,-9%,41%,/,
CCOc1ccccc1NC(=O)CSc1nc2ccccc2nc1N1CCCC1,7.0%,-6%,1%,25%,-5%,
N/C(=N\OC(=O)CCn1cccc(C(F)(F)F)c1=O)c1ccc(Cl)cc1,1.2%,-4%,1%,4%,-2%,
O=C1CCC(C(=O)OCc2nnc(-c3ccc(Cl)cc3)o2)=NN1,1.6%,-1%,2%,-2%,-2%,
COc1c(Cl)cc(-c2noc(C)c2C(=O)NCc2ccc3c(c2)OCO3)cc1Cl,6.4%,-4%,0%,/,2%,
O=[N+]([O-])c1ccc(-[n+]2nc(-c3ccccc3)nn2-c2ccccc2)cc1,i,6%,-3%,18%,23%,
NC(=S)NC(=O)c1ccccc1,0.4%,68%,4%,?,-1%,
Nc1cc(N)nc(SCC(=O)Nc2ccc(Br)cc2Cl)n1,1.1%,-10%,-7%,30%,4%,
Cn1cc(/C=N/n2cnc3scc(-c4ccc(Cl)cc4)c3c2=O)c2ccccc21,9.8%,2%,1%,5%,6%,
COc1ccc(OC)c(NC(=O)c2ccc(Cl)cc2)c1,2.9%,33%,-1%,26%,2%,

# Reprinted from the part before: two compounds, followed by the next part.
SMILES,inhibitors of VEEV,M. tuberculosis HTS,PhoP GFP inhibition,M. tuberculosis,influenza NS1A,others
Cn1cc(/C=N/n2cnc3scc(-c4ccc(Cl)cc4)c3c2=O)c2ccccc21,9.8%,2%,1%,5%,6%,
COc1ccc(OC)c(NC(=O)c2ccc(Cl)cc2)c1,2.9%,33%,-1%,26%,2%,
Cc1nc(N2CCOCC2)c2c(C)c(C(=O)Nc3ccc(C(F)(F)F)cc3)sc2n1,7.3%,?,4%,75%,2%,
Cc1ccc(C)c(C(=O)COC(=O)Cn2[nH]c(=O)c3ccccc3c2=O)c1,3.9%,-10%,/,8%,-14%,
CCCNC(=O)N1CCCC(C(=O)c2cccc(Cl)c2)C1 (stereo not drawn),0.9%,5%,12%,-2%,8%,
c1cnc2nc(CSc3ncn[nH]3)cn2c1,i,6%,3%,-2%,-17%,
O=C(COc1ncnc2scc(-c3ccccc3)c12)NC1CCCc2ccccc21 (stereo not drawn),0.8%,-6%,-3%,-9%,-3%,
Cc1nnc(SCC(=O)NC(=O)NCc2ccco2)s1,1.1%,1%,13%,15%,7%,
O=C(CNc1cccc(Cl)c1)c1ccc(Br)cc1,1.8%,-6%,1%,?,-6%,
CC1CCCCN1C(=O)CSc1nc2cc3c(cc2c(=O)n1Cc1ccc2c(c1)OCO2)OCO3 (stereo not drawn),i,-1%,4%,-1%,11%,
CN1CCN(c2ccccc2/C=C2/C(=O)Nc3ccccc32)CC1,i,-14%,12%,-12%,-11%,
O=C(C1CCC1)N1CCc2cc(S(=O)(=O)NCc3ccco3)ccc21,4.8%,-12%,5%,3%,9%,
N/C(=N\NS(=O)(=O)c1ccccc1Cl)c1ccccn1,i,0%,5%,-13%,15%,
O=C(CCc1ccccc1)Nc1cccc(NC(=O)CCc2ccccc2)c1,2.3%,-6%,-4%,8%,7%,
CC1CCN(S(=O)(=O)c2ccc(NC(=O)Cc3ccccc3)cc2)CC1,0.8%,2%,-8%,9%,-5%,
COc1ccc(CCNC(=O)Cn2cnc3c2c(=O)n(C)c(=O)n3C)cc1OC,1.1%,-3%,-1%,0%,7%,
COc1ccc(C2/C=C\CN(C(=O)OCC3c4ccccc4-c4ccccc43)CC(=O)N2Cc2cccc(F)c2)cc1 (stereo not drawn),6.5%,/,/,/,0%,
O=C(c1cccs1)N1CCN(Cc2cn[nH]c2-c2ccc(F)cc2F)CC1,0.6%,/,/,/,7%,
Cc1ccc(NC(=O)CCN2C(=O)NC3(CCCC3)C2=O)c(C)c1,3.6%,1%,/,10%,-14%,
C=CCn1c(N)cc(=O)nc1SC(C)C(=O)Nc1cccc2ccccc12 (stereo not drawn),1.6%,2%,2%,12%,8%,inhibitors of VEEV 10K pilot screen=0.5
Cc1ccc(OCCOCCNC(C)(C)C)c([N+](=O)[O-])c1,i,3%,1%,-7%,-7%,
O=C(Nc1ccc(Br)c(Br)c1)C1CCCO1 (stereo not drawn),i,4%,-3%,41%,/,

# Five entries picked at random from the list so far:
SMILES,inhibitors of VEEV,M. tuberculosis HTS,PhoP GFP inhibition,M. tuberculosis,influenza NS1A,others
COc1ccc(C2/C=C\CN(C(=O)OCC3c4ccccc4-c4ccccc43)CC(=O)N2Cc2cccc(F)c2)cc1 (stereo not drawn),6.5%,/,/,/,0%,
CC1CCN(S(=O)(=O)c2ccc(NC(=O)Cc3ccccc3)cc2)CC1,0.8%,2%,-8%,9%,-5%,
O=C(c1cccs1)N1CCN(Cc2cn[nH]c2-c2ccc(F)cc2F)CC1,0.6%,/,/,/,7%,
Cc1ccc(NC(=O)CCN2C(=O)NC3(CCCC3)C2=O)c(C)c1,3.6%,1%,/,10%,-14%,
O=C(CCc1ccccc1)Nc1cccc(NC(=O)CCc2ccccc2)c1,2.3%,-6%,-4%,8%,7%,

# The results go on:
SMILES,inhibitors of VEEV,M. tuberculosis HTS,PhoP GFP inhibition,M. tuberculosis,influenza NS1A,others
CCCCNC(=O)CCc1c(C)nc2c(c(C)nn2-c2ccccc2)c1C,0.2%,3%,3%,3%,2%,
COc1ccc(C(C)=O)cc1CSC(=N)N,1.8%,-4%,8%,-15%,2%,
O=C(CN1C(=O)NC2(CCCC2)C1=O)Nc1ccc(S(=O)(=O)N2CCOCC2)cc1,1.3%,-4%,-1%,-5%,-4%,
CCn1c(=O)c(C(=O)Nc2cccnc2)c(O)c2ccccc21,2.5%,/,/,/,3%,
Cc1cc(NC(=O)CSCC(=O)OCC(=O)c2cccc(Br)c2)no1,1.8%,2%,/,11%,-2%,
CCC(=O)Nc1ccc(N2CCN(Cc3ccccc3F)CC2)cc1,1.2%,2%,13%,15%,4%,
CN1C(=O)c2ccc(C(=O)NC3CCCCC3)cc2C1=O,1.7%,-1%,-11%,-4%,-2%,
Cc1ccc(/C=C2/SC(=S)N(CCC(=O)NCCCN3CCOCC3)C2=O)cc1,4.4%,3%,2%,17%,5%,
COc1ccc(N(CC(=O)NCc2ccc(F)cc2)C(=O)Cn2nnc(-c3ccc(C)o3)n2)cc1OC,1.5%,-6%,-14%,-7%,10%,
CN(Cc1ccccc1)C(=O)Nc1ccc(Cl)cc1,0.7%,2%,8%,49%,/,
CNc1nc(-c2c[nH]c3ccccc23)cs1,7.7%,2%,15%,10%,9%,
O=C(CCSc1ccc(F)cc1)Nc1ccc(-n2cnnn2)cc1,i,-1%,1%,15%,4%,
O=S(=O)(NC1C2CC3CC(C2)CC1C3)c1ccccc1 (stereo not drawn),i,3%,/,55%,-22%,
O=C(CC1SCCNC1=O)Nc1ccc(F)c(Cl)c1 (stereo not drawn),1.1%,2%,-1%,6%,2%,
COc1ccccc1N1CCN(C(=O)CN(c2ccc(C)c(C)c2)S(C)(=O)=O)CC1,1.1%,1%,-5%,8%,-1%,
O=C(Nc1nnc(S(=O)(=O)N2CCOCC2)s1)c1ccc(F)cc1,1.4%,-7%,-8%,1%,0%,
O=C(Nc1ccccc1)Nc1ccccc1-n1ccnc1,0.0%,-1%,-13%,28%,-2%,
CCN1C(=NCCc2cccs2)N[C@@H](c2cccs2)C(C(=O)OC)=C1C,i,4%,11%,52%,-2%,
COc1ccc(/C=C/C(=O)Nc2cc(C)nn2-c2nc3ccccc3[nH]2)cc1,?,-6%,-4%,?,12%,
CC(C(=O)Nc1ccccc1)N1CCN(c2ccccn2)CC1 (stereo not drawn),i,4%,-8%,0%,-2%,
CCCOc1ccc(CN(C)c2ncnc(N)n2)cc1,2.5%,21%,4%,18%,0%,
CCC(CC)C(=O)OCC(=O)Nc1ccc(S(=O)(=O)N2CCOCC2)cc1OC,8.9%,6%,-10%,13%,2%,
CC1=NNC(=O)C1CC(=O)N/N=C/c1ccncc1 (stereo not drawn),2.0%,-4%,0%,-15%,-1%,
O=C1NC(Cc2ccc(O)cc2)c2nc3ccccc3c(=O)n2-c2ccccc21 (stereo not drawn),/,4%,/,4%,/,
COc1ccc(Nc2cc(Cl)nc(N)n2)cc1OC,1.8%,-4%,8%,-8%,-1%,
O=C(O)c1ccc([N+](=O)[O-])c2c1C(=O)c1ccccc1C2=O,7.7%,4%,9%,6%,-10%,
CCc1nc(=O)c(-c2ccccc2)c(C)n1-c1ccccc1,1.3%,-3%,8%,-2%,1%,
CCOC(=O)Cc1csc(NC(NC(=O)OCC)(C(F)(F)F)C(F)(F)F)n1,0.4%,-16%,13%,/,0%,
COc1ccc(C)cc1S(=O)(=O)N(CC(=O)Nc1cc([N+](=O)[O-])ccc1C)c1ccc(C)c(C)c1,6.9%,6%,2%,16%,5%,
COC(=O)c1cccc(OC(N)=O)c1,/,95%,6%,36%,/,
CCC1CCCCN1C(=O)CCn1ccnc1 (stereo not drawn),3.1%,1%,5%,-3%,0%,
CNc1c(NC(=O)c2ccc3c(c2)OCO3)c(=O)oc2ccccc12,3.0%,-5%,-7%,-3%,2%,
O=S(=O)(Nc1ccc(N2CCOCC2)cc1)c1ccc(F)cc1F,1.4%,-2%,4%,5%,-5%,
CCN(CC(=O)NCc1ccc(Cl)cc1)C(=O)COc1ccc(C)cc1C,5.0%,-8%,3%,6%,-6%,
Cc1cc2oc(=O)cc(-c3ccccc3)c2c(C)c1-c1ccc(CO)cc1,0.9%,/,/,/,-11%,
Cc1ccc(NC2c3ncccc3C(=O)N2C2CCCCC2)cc1 (stereo not drawn),1.0%,6%,1%,36%,0%,
CC1(C)C(c2ccccc2)=NC(c2cccnc2)N1O (stereo not drawn),i,-10%,-5%,3%,0%,
CC1(C)CC(=O)C2=C(C1)OC(/N=C/N1CCOCC1)=C(C#N)C2c1ccccc1 (stereo not drawn),2.3%,-2%,-7%,-5%,-15%,
Cc1ccc(NC(=O)Cc2nnc(SCC(=O)Nc3nncs3)n2C)cc1,1.1%,3%,0%,-7%,0%,
Fc1ccc2cnc(CCO[C@H]3CCCCO3)cc2c1,0.2%,6%,/,8%,1%,inhibitors of VEEV 10K pilot screen=0.8

# Rows are unselected; any-hit rate near 1.4%.
